TEAD-YAP block: TEAD-YAP interaction inhibition. 640,000 tested, 1.4% active. HEK-TIYL cells, TEAD-Gal4/YAP UAS-luciferase luminescence. inhibition, % at 9.12 µM. AID 1259422; in the data active means inhibition above about 32%;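 further: 0% = median of test compound wells and 100% = reference inhibitor wells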
FBW7 activator: activators of human E3 ligase FBW7; Q969H0; AlphaScreen FBW7–phospho-cyclin E peptide binding, activator screen; normalized activity (activation), % at 26.1 µM; 650,000 tested, 0.13% active; in the data active means normalized activity above about 1.9%;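 further: purified mutant Fbw7 with reduced substrate affinity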
Target sequence (Q969H0 whole entry, looked up): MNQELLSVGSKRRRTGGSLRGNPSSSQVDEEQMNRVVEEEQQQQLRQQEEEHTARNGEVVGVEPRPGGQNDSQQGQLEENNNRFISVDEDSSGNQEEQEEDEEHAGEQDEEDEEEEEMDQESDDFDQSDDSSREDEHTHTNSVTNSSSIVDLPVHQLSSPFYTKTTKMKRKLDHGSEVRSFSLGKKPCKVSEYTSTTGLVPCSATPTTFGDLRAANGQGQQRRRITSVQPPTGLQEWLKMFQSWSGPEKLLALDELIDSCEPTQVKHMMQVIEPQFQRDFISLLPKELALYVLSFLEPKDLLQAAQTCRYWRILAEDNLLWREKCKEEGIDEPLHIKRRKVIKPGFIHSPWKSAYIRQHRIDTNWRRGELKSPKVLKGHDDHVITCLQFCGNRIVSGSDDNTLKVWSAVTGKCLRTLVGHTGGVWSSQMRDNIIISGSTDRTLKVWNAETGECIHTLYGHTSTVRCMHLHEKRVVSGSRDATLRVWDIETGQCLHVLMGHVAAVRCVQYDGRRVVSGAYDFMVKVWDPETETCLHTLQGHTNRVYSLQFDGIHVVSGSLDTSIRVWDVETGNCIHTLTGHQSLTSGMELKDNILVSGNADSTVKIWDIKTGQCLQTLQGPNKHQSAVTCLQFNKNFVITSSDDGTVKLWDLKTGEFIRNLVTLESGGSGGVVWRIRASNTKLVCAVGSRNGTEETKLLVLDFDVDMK
GPR151 ag: activates the human receptor GPR151; Q8TDV0; PathHunter beta-arrestin GPR151 cells, luminescence; activation, % at 11.2 µM; 650,000 tested, 1% active; AID 1508602; in the data active means activation above about 4.9%;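 further: 0% = median of compound wells and 100% = cells with positive control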
Target sequence (Q8TDV0 whole entry, looked up): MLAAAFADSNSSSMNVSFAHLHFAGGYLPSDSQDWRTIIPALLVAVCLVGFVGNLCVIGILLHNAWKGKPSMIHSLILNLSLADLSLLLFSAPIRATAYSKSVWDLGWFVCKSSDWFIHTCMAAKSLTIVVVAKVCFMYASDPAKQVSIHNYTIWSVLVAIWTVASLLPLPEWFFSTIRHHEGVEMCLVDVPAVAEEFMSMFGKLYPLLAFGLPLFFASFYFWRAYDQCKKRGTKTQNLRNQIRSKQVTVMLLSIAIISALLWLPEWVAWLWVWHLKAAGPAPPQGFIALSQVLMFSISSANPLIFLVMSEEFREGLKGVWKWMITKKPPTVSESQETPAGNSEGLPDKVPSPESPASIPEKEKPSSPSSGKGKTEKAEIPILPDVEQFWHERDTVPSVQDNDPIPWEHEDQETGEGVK
MITF inh: inhibitors of human MITF; 650,000 tested, 0.91% active; AID 1259374; inhibition, % at 2.6 µM; AlphaScreen MITF homodimerization, bead proximity signal; in the data active means inhibition above about 50%;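 further: 0% = vehicle wells with protein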
Active calls of the source: *.

The opening 21 compounds, ahead of the listing:
SMILES	TEAD-YAP block	FBW7 activator	GPR151 ag	MITF inh
COCC(=O)Nc1cc(CNC(=O)c2cccc3ccccc23)cc(C(=O)OC)c1	9	-0.2	-1.3	9
Cc1cc(C)cc(NC(=O)CSC2=NN3CCCC(=O)N=C3S2)c1	5	-0.1	2.1	7
COCCn1c(SCC(=O)/C(C#N)=C(\C)N)nc2sc3c(c2c1=O)CCCC3	1	0.0	0.4	5
CCN(CC)C(=O)C1CCCN(c2cc(Nc3ccc(NC(C)=O)cc3)ncn2)C1 (stereo unspecified)	-7	0.0	-1.0	1
COc1ccc(-c2nc(Nc3ccc(NC(C)=O)cc3)c3cc(OC)c(OC)cc3n2)cn1	5	0.1	0.0	17
CC[C@H](Cn1nc(-c2cccs2)ccc1=O)NC(=O)c1ccc2c(c1)n(C)c(=O)n2C	5	0.0	0.0	2
CCC1(C)CC2(CCCN(CCC(=O)c3ccccc3)C2)CCO1 (stereo unspecified)	-7	-0.1	0.9	-11
O=C(CSc1nc2ccccc2s1)NNC(=S)NC1CCCCC1	4	0.0	-1.2	17
c1cncc(CNc2nc(NCCN3CCOCC3)c3ncn(-c4ccsc4)c3n2)c1	-1	-0.1	-0.5	-10
CC(=O)Nc1ccnc(-c2cccnc2)n1	6	0.0	0.4	8
Cn1c(SCC(=O)Nc2ccccc2)nc2ccccc21	13	0.5	-2.1	8
CN1C(=O)[C@H]2CN(Cc3ccncc3)CCN2C(=O)[C@@H]1Cc1ccccc1	-2	0.1	2.5	13
COC(=O)c1cn(NC(=O)Cn2nc(C)c([N+](=O)[O-])c2C)c(=O)c2ccccc12	-18	0.0	-1.0	-1
CC(C)Oc1ccc(/C=C(/NC(=O)c2ccccc2)C(N)=O)cc1	0	0.3	-1.0	0
CCC1SC(=Nc2cccc(C)c2)NC1=O (stereo unspecified)	-13	0.1	-1.2	-3
COc1ccccc1NC(=O)C(=O)N/N=C/c1cccc(Br)c1	0	0.3	-1.1	14
Cc1cc(NCc2ccccc2)nc(NCCN2CCOCC2)n1	-4	0.2	6.0*	-1
CCCc1ccc(S(=O)(=O)N2CCC(c3nnnn3-c3ccc(OC)cc3)CC2)cc1	-3	-0.1	0.8	-5
O=C(OCC(=O)N1c2ccccc2Sc2ccccc21)c1ccco1	11	1.5	-0.5	10
Cc1ccccc1OCC(=O)Nc1ccccc1	-72	-0.1	-0.6	-3
CCN(CC)C(=O)C1CCCN(c2cccc(C(=O)NCCOc3ccccc3)c2)C1 (stereo unspecified)	-22	0.1	1.5	18

Main list (from the top)
SMILES	TEAD-YAP block	FBW7 activator	GPR151 ag	MITF inh
COCC(=O)Nc1cc(CNC(=O)c2cccc3ccccc23)cc(C(=O)OC)c1	9	-0.2	-1.3	9
Cc1cc(C)cc(NC(=O)CSC2=NN3CCCC(=O)N=C3S2)c1	5	-0.1	2.1	7
COCCn1c(SCC(=O)/C(C#N)=C(\C)N)nc2sc3c(c2c1=O)CCCC3	1	0.0	0.4	5
CCN(CC)C(=O)C1CCCN(c2cc(Nc3ccc(NC(C)=O)cc3)ncn2)C1 (stereo unspecified)	-7	0.0	-1.0	1
COc1ccc(-c2nc(Nc3ccc(NC(C)=O)cc3)c3cc(OC)c(OC)cc3n2)cn1	5	0.1	0.0	17
CC[C@H](Cn1nc(-c2cccs2)ccc1=O)NC(=O)c1ccc2c(c1)n(C)c(=O)n2C	5	0.0	0.0	2
CCC1(C)CC2(CCCN(CCC(=O)c3ccccc3)C2)CCO1 (stereo unspecified)	-7	-0.1	0.9	-11
O=C(CSc1nc2ccccc2s1)NNC(=S)NC1CCCCC1	4	0.0	-1.2	17
c1cncc(CNc2nc(NCCN3CCOCC3)c3ncn(-c4ccsc4)c3n2)c1	-1	-0.1	-0.5	-10
CC(=O)Nc1ccnc(-c2cccnc2)n1	6	0.0	0.4	8
Cn1c(SCC(=O)Nc2ccccc2)nc2ccccc21	13	0.5	-2.1	8
CN1C(=O)[C@H]2CN(Cc3ccncc3)CCN2C(=O)[C@@H]1Cc1ccccc1	-2	0.1	2.5	13
COC(=O)c1cn(NC(=O)Cn2nc(C)c([N+](=O)[O-])c2C)c(=O)c2ccccc12	-18	0.0	-1.0	-1
CC(C)Oc1ccc(/C=C(/NC(=O)c2ccccc2)C(N)=O)cc1	0	0.3	-1.0	0
CCC1SC(=Nc2cccc(C)c2)NC1=O (stereo unspecified)	-13	0.1	-1.2	-3
COc1ccccc1NC(=O)C(=O)N/N=C/c1cccc(Br)c1	0	0.3	-1.1	14
Cc1cc(NCc2ccccc2)nc(NCCN2CCOCC2)n1	-4	0.2	6.0*	-1
CCCc1ccc(S(=O)(=O)N2CCC(c3nnnn3-c3ccc(OC)cc3)CC2)cc1	-3	-0.1	0.8	-5
O=C(OCC(=O)N1c2ccccc2Sc2ccccc21)c1ccco1	11	1.5	-0.5	10
Cc1ccccc1OCC(=O)Nc1ccccc1	-72	-0.1	-0.6	-3
CCN(CC)C(=O)C1CCCN(c2cccc(C(=O)NCCOc3ccccc3)c2)C1 (stereo unspecified)	-22	0.1	1.5	18
CCc1ccc(NC2=NC(C(=O)Nc3ccccc3OC)CC(=O)N2)cc1 (stereo unspecified)	5	0.0	-0.5	-3
CCC[C@@H]1NC(=O)[C@@H]2C[C@H](NC(=O)Oc3ccc(F)cc3)CN2C1=O	3	0.0	0.0	7
CC1CCC2C(=O)N(CNc3ccc(Cc4ccncc4)cc3)C(=O)C2C1 (stereo unspecified)	-2	-0.1	0.0	-9
O=C(COc1ccc2oc(-c3ccccc3)cc(=O)c2c1)Nc1ccccc1	5	-0.1	0.4	-2
c1ccc(Nc2nc(-c3ccc(N4CCOCC4)nc3)nc3c2ncn3C2CCCCC2)cc1	-15	-0.2	0.1	1
N#Cc1cccc(S(=O)(=O)N2CCC(Oc3cccc(-c4cccnc4)c3)CC2)c1	20	0.0	2.4	15
CC(=O)c1cccc(-c2nc(C)cc(NCc3nc4ccccc4[nH]3)n2)c1	-6	-0.1	0.5	-7
CCOC(=O)c1c(NC(=O)CSc2nnc(C)c(=O)[nH]2)sc(C)c1C	3	0.3	-0.4	13
Cc1c(C(=O)NCc2ccccn2)sc2ncnc(N3CCc4ccccc4C3)c12	-9	-0.2	0.5	4
O=C(CC1C(=O)NCCN1Cc1ccc(Cl)c(F)c1)NCCC1=CCCCC1 (stereo unspecified)	1	0.2	1.6	-5
COc1ccc(N(C)C(=O)Cn2ncc3c(=O)oc4ccccc4c32)c(OC)c1	6	0.7	1.8	6
O=C(CN1CCN(c2ccccn2)CC1)NC1CCCCCC1	-5	-0.1	1.5	-11
COCCNC(=O)CN(C(=O)CCC(=O)Nc1nccs1)c1cccc(C)c1	-1	0.1	-1.1	21
O=C(c1cccc(F)c1)N(CCCN1CCOCC1)c1nc(-c2ccccc2)cs1	-24	-0.2	1.1	4
CC1CCN(c2nc(-c3ccccc3)c(C#N)c(=O)[nH]2)CC1	-9	0.8	-1.0	16
CCOc1ccc(NC(=O)c2c(NCc3sccc3C)sc3c2CCCCC3)cc1	-1	-0.1	-1.3	8
O=C1c2ccccc2C(=O)N1CC(=O)n1nnc2ccccc21	4	0.0	-0.1	-12
O=c1c(Cl)c(N2CCc3ccccc32)cnn1C12CC3CC(CC(C3)C1)C2	5	-0.3	-0.8	12
O=C(c1ccc(CS(=O)(=O)c2ccccc2)o1)N1CCN(c2ccccn2)CC1	-12	-0.1	-0.7	-7
NC(C(=O)N1CCC(Nc2ccc3cnccc3c2)CC1)c1ccc(F)cc1 (stereo unspecified)	-14	-0.6	0.6	32
Cc1ccc2c(c1)-c1c(cnn1CC(=O)N(C)c1ccccc1C)CO2	13	-0.1	7.1*	2
CCOC(=O)c1c(C)[nH]c(C)c1C(=O)COC(=O)CNS(=O)(=O)c1ccccc1C#N	9	0.0	0.6	3
COC(=O)c1c(NC(=O)COc2ccccc2Cl)sc2c1CCC2	-8	0.3	-0.3	13
COc1cc(/C=C2/N=C(c3ccccc3F)OC2=O)cc(Cl)c1OS(C)(=O)=O	-3	0.0	0.6	-7
Cc1cc(C)nc(NC(=O)C2CCCC2)c1	2	-0.1	-0.5	3
COC(=O)C1=C(C)N(C)C(=O)NC1c1cccc(C)c1 (stereo unspecified)	6	0.0	2.5	13
Cc1cccc(NC(=O)C(Cc2ccccc2)N2C(=O)c3ccccc3C2=O)c1 (stereo unspecified)	-7	-0.1	0.9	-7
Cc1ccccc1Oc1ccc(NC(=O)C(CC(C)C)N2C(=O)c3ccccc3C2=O)cc1 (stereo unspecified)	4	-0.2	-0.9	2
O=C(CCN1C(=O)c2ccncc2C1=O)NCc1ccc(F)cc1	-6	0.1	0.4	-30

Next results follow:
SMILES	TEAD-YAP block	FBW7 activator	GPR151 ag	MITF inh
Cc1nnc(SCC(=O)N2c3cc(C)c(C)cc3-c3c(ssc3=S)C2(C)C)s1	3	-0.2	0.2	17
Cc1c(NC(=S)NCCO)c(=O)n(-c2ccccc2)n1C	5	0.0	1.4	-21
COc1ccc(-c2ncc(C)c(Nc3ccccc3)n2)cc1	7	0.0	-1.1	0
Fc1ccc(-c2csc3ncnc(Oc4cccc5cccnc45)c23)cc1	-1	-0.1	-0.1	8
CC1=C(C(=O)OCCOc2ccccc2)C(c2ccc(O)cc2)C2=C(CCCC2=O)N1 (stereo unspecified)	-7	-0.1	0.1	7
COc1ccc(CCNC2CC(=O)N(Cc3ccccc3)C2=O)cc1OC (stereo unspecified)	10	-0.1	-0.5	3
C=CCc1cccc(C=Nc2ccccc2O)c1O	-5	-0.1	0.0	0
CCCCN(CC)S(=O)(=O)c1ccc(F)c(C(=O)Nc2ccc(Cl)c(Cl)c2)c1	-1	0.0	0.3	0
COc1ccc(CCNC(=O)C(=O)Nc2ccc(Oc3ccccc3)cc2)cc1OC	4	0.0	-0.9	49
COC(=O)c1cc(O)c(OCc2ccccc2)c(O)c1	-15	-0.1	-0.1	-10
CCOC(=O)C1CCCN(S(=O)(=O)c2cc3c4c(c2)CC(=O)N4CCC3)C1 (stereo unspecified)	8	0.0	-1.2	1
COc1ccc(-c2nc3ccccc3c(=O)n2NC(=O)c2cccs2)cc1OC	8	0.2	0.3	7
COc1ccc(NC(=S)c2nc(N3CCCCC3)sc2N)cc1	12	-0.1	1.6	11
Cc1nc2sc(C(N)=O)c(N)c2c(-c2cccs2)c1C(=O)Nc1ccccc1	6	-0.1	0.5	10
O=C(Nc1ccccc1C(F)(F)F)N1CCN(c2ccc([N+](=O)[O-])cc2)CC1	18	-0.1	0.9	14
CSc1nc(N)nc2sc(C(=O)c3ccc(C)cc3)c(N)c12	-10	0.1	0.2	16
Cc1c(-c2nc3cnccn3c2NC(C)(C)C)cnn1C	4	-0.1	0.2	-3
CCCCNC(=O)c1ccc2nc(-c3cccs3)c(-c3cccs3)nc2c1	-1	0.8	0.0	8
O=C(c1ccc(Oc2ccccc2)cc1)c1nc2c(n1O)CCCCC2	-23	-0.2	0.5	12
NC(=O)c1cc(NC(=O)C2C3C=CC(C3)C2C(=O)O)ccc1N1CCOCC1 (stereo unspecified)	10	-0.1	0.2	-4
C=C(C)c1ccccc1NC1=NS(=O)(=O)c2ccccc21	0	0.1	-1.3	26
COC(=O)C1=CN(Cc2ccc(OC)c(OC)c2)C=C(C(=O)OC)C1c1cccc(F)c1	-20	0.2	0.6	-9
C=CCN(CC=C)C(=O)C[n+]1csc2ccccc21	11	0.2	0.5	24
CC(=O)Nc1ccc(S(=O)(=O)Nc2c(C)nc3nc[nH]n3c2=O)cc1	-8	0.3	-0.1	-12
C=CCNC(=S)NC(=O)c1cccc2ccccc12	6	0.1	1.6	2
Cc1cccc(CN2CCN(Cc3ccccc3Cl)CC2CCO)n1 (stereo unspecified)	0	0.0	-1.2	-2
CC(=O)Nc1ccc(S(=O)(=O)N(CC(=O)O)CC(=O)O)cc1	2	0.1	1.9	1
COc1ccc(Cl)cc1N=Cc1ccc(O)cc1	2	-0.1	-0.2	49
COc1ccc(CNCc2cccnc2)c(OC)c1OC	-2	0.0	0.3	4
COc1ccc(Nc2c(-c3ccc(C)cc3)nc3cnccn23)cc1	0	-0.1	-0.6	-1
O=C(O)CCC(NS(=O)(=O)c1ccccc1)C(=O)O (stereo unspecified)	-5	-0.1	-0.1	-15
Cc1cccn2c(=O)c3cc(C(=O)NC4CCCCC4)c(=N)n(Cc4ccncc4)c3nc12	6	0.2	-0.9	8
CS(=O)(=O)c1ccc2nc(NC(=O)Cc3ccccc3)sc2c1	2	0.0	0.3	-1
COC(=O)c1ccc2c(=O)n(CC(OC)OC)c(=S)[nH]c2c1	20	0.6	0.5	-9
Cn1nc(-c2ccccc2)c2c1CCNC2	12	0.1	-0.7	5
COc1cc(Nc2nc(N3CCN(c4ccccn4)CC3)nc3c2ncn3CCN2CCCC2=O)cc(OC)c1OC	33*	-0.1	0.2	4
Cc1cc(NS(=O)(=O)c2ccc(F)cc2C)ccc1N1CCCC1=O	5	0.0	0.3	-23
CCSc1nnc(NC(=O)c2ccc(C)o2)s1	-20	-0.2	-0.9	3
CCSCCOC(=O)C1=C(C)NC2=C(C(=O)CCC2)C1c1cccc(Cl)c1 (stereo unspecified)	-4	0.8	0.4	13
O=C1Nc2ccc(S(=O)(=O)N3CCOCC3)cc2C1=O	-4	-0.1	0.9	-2
COc1ccc(NC(C)=O)cc1S(=O)(=O)N1CCNCC1	-6	0.3	0.1	4
COC(=O)COc1cccc2c(=O)n(CC(=O)Nc3cccc(OC)c3)ccc12	0	-0.2	1.9	-13
Cc1ccc(C)c(NC(=S)N2CCC(N(C)CC3CCCO3)CC2)c1 (stereo unspecified)	5	-0.2	2.4	16
O=C1NCCN(Cc2c(F)cccc2Cl)C1CC(=O)N1CCCCO1 (stereo unspecified)	-11	-0.1	2.9	2

Bioassay records from PubChem.
